GLS inhibitor: inhibitors of human glutaminase (GLS); O94925; GLS enzymatic activity, qHTS titration; Potency, µM (doses to about 45.5 µM), for the others: at the highest dose activity change, negative = inhibition, actives largely listed as inhibitors; 410,000 tested, 0.21% active; AID 624170; note: % is set by controls: 0 for no effect and ±100 for the full control effect
Target sequence (O94925 whole entry, looked up): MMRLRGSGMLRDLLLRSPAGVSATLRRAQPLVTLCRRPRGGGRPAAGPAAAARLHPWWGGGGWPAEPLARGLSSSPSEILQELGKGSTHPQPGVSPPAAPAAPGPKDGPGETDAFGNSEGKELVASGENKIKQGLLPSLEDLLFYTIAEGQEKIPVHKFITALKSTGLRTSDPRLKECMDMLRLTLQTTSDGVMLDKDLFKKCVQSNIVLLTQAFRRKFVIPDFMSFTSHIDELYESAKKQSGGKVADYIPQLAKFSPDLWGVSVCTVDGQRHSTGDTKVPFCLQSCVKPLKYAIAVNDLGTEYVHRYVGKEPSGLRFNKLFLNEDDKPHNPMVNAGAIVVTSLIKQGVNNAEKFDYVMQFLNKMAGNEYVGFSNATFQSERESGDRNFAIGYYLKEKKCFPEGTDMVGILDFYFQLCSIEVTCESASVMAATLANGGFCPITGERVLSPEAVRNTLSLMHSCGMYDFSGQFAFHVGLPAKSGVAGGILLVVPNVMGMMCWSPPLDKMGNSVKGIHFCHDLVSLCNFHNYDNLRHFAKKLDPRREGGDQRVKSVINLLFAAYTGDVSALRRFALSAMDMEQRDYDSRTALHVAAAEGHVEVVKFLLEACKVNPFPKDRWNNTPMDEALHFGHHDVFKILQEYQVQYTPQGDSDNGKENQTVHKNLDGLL
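Enzyme dispensed in phosphate buffer (45 mM, pH 8.2, 0.02% Tween-20), compounds pinned in, then 1 mM L-glutamine solution and the glutamate oxidase–HRP–Amplex Red mix added; fluorescence read immediately and again after 30 min at room temperature.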
G9a inh: blocks human histone lysine methyltransferase G9a | 350,000 tested, 8.8% active | Potency, µM (top dose mostly 102 µM), for inactives: at the top dose activity, negative = inhibition, hits mostly inhibitors | AID 504332 | Q96KQ7 | G9a H3K9 monomethylation, AlphaScreen, 2 h; note: % is set by controls: 0 for no effect and ±100 for the full control effect; nearly all actives have a fitted effect of over 75% in size
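Enzyme 20 nM + cpd, 15 min RT; add b-H3K9 pep 500 nM / SAM 20 uM; 2 h RT; anti-H3K9me1 Ab 0.5 ug/mL + SA donor / anti-rabbit acceptor beads 20 ug/mL each, 10 min; AlphaScreen read.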
HP1b binding inh: HP1-beta chromodomain-methylated histone interaction inhibition | P83916 | AlphaScreen HP1-beta / biotin-H3K9me3 peptide binding | Potency, µM (doses to about 114 µM), inactives show at the highest dose activity change, negative = inhibition, hits mostly inhibitors | 390,000 tested, 0.56% active | AID 540317; note: nearly all actives have a fitted effect of over 70% in size; inactives centre near 23
Target sequence (P83916 whole entry, looked up): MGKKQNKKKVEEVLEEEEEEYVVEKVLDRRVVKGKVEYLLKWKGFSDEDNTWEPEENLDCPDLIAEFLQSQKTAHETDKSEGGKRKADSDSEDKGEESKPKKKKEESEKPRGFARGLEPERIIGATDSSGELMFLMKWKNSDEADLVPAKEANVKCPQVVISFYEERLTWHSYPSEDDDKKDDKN
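Compound inhibition of the preformed complex between 50 nM HP1-beta and 50 nM biotinylated H3K9me3 peptide was read by AlphaScreen. Buffer was PBS pH 7.4 with 0.01% Tween-20. Incubations ran 30 min at room temperature, with 10 ug/mL donor/acceptor beads.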
PGK inhibitor: blocks T. brucei phosphoglycerate kinase; P07378; PGK/GAPDH coupled, Kinase-Glo luminescence, 60 min; Potency, µM (highest dose often 57.5 µM), without a hit: at the highest dose activity change, negative = inhibition, most hits filed as inhibitors; 380,000 tested, 0.043% active; AID 602233; note: % is set by controls: 0 for no effect and ±100 for the full control effect; nearly all actives have a fitted effect of over 60% in size
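Recombinant glycosomal PGK reaction used 1,3-bisphosphoglycerate generated in-well by GAPDH (100nM final) in 100mM TEA pH 7.6, 5mM MgCl2, 0.01% Tween-20. After 60 minutes at room temperature, ATP was read by Kinase-Glo Plus luminescence end-point.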
JMJD2A Tudor: blocks the human JMJD2A Tudor domain; AlphaScreen JMJD2A-Tudor / H3K4me3 peptide binding; Potency, µM (series often up to 114 µM), for inactives: at the highest dose activity change, negative = inhibition, most hits filed as inhibitors; O75164; 390,000 tested, 4.4% active; note: % is set by controls: 0 for no effect and ±100 for the full control effect; nearly all actives have a fitted effect of over 50% in size
BLM helicase inh: Bloom syndrome helicase (human) inhibition; Potency, µM (doses to about 56.1 µM), without a hit: top-dose activity change, negative = inhibition, hits mostly inhibitors; AID 2528; P54132; 350,000 tested, 0.2% active; recombinant BLM DNA unwinding, fluorescence dequenching;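 note: plate controls were vehicle for no effect and no enzyme for full effect; nearly all actives have a fitted effect of over 35% in size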
BAZ2B inh: blocks human BAZ2B. Q9UIF8. AlphaScreen BAZ2B-H3K14Ac peptide displacement. Potency, µM (doses to about 114 µM), without a hit: at the top dose activity change, negative = inhibition, actives largely listed as inhibitors. 360,000 tested, 4.4% active; note: % is set by controls: 0 for no effect and ±100 for the full control effect; nearly all actives have a fitted effect of over 60% in size
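Inhibition is scored as reduced AlphaScreen emission. The BAZ2B/b-H3(5-23)K14Ac complex (50 nM each) in PBS pH 7.4, 0.01% Tween-20 meets compound (up to 110 uM) for 30 min at RT before bead addition.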
Pin1 inh: inhibitors of human Pin1; Potency, µM (highest dose often 115 µM), for the others: at the highest dose activity, negative = inhibition, usual class: inhibitors; AID 504891; 390,000 tested, 0.009% active; Pin1 FP peptide displacement, HiFluor488, 10 min; Q13526; active = well fitted inhibition curve with a large enough effect in the polarisation, with a control signal flat, not every such curve was filed as active; inconclusive = small, poorly fitted or top-dose-only effect, or effect the other way, or a change in a side signal; inactive = no such curve, though single readings can be large or run the other way; the % refers to the polarisation; note: % is set by controls: 0 for no effect and ±100 for the full control effect
Target sequence (Q13526 whole entry, looked up): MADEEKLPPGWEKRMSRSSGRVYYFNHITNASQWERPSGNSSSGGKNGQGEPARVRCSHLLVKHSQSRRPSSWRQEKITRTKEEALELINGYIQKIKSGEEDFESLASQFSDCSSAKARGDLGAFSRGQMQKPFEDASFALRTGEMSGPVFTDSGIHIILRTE
Pol iota inh: inhibitors of human DNA polymerase iota; Pol iota fluorescent replication assay, 10 min; Potency, µM (doses to about 115 µM), inactives show at the top dose activity, negative = inhibition, most hits filed as inhibitors; 390,000 tested, 1% active; AID 588590
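Fluorescent replication assay read twice, at 0 min and 10 min after adding 50 nM (final) substrate. Enzyme (10 nM) and compounds were first incubated 15 min at room temperature; enzyme-free buffer wells were negative controls.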
* hit, by the source's call; i = inactive; ? = inconclusive; / = not tested or not shown; [ ] = remark or other dose. Unless noted, calls come from the whole dose curve; as a rule, active = well fitted curve in the direction sought with a large enough effect; inconclusive = small, poorly fitted or top-dose-only effect, or another doubt; inactive = no such curve, though single readings can be large; an effect the other way counts as inactive or inconclusive. Potency is the fitted concentration of half-maximal effect. Some of the compounds tested; rates above refer to the full screens.

SMILES	GLS inhibitor	G9a inh	HP1b binding inh	PGK inhibitor	JMJD2A Tudor	BLM helicase inh	BAZ2B inh	Pin1 inh	Pol iota inh
Cc1cc(-c2csc(Nc3ccccn3)n2)ccc1F	-14%	-32%	1%	-7%	-23%	-9%	-28%	-6%	129%[activator]
O=C(CN1C(=O)c2cccc3cccc1c23)N1CCN(Cc2ccc3c(c2)OCO3)CC1	-1%	?	53%[activator]	-3%	3%	-2%	-1%	-3%	7%
Cc1ccc2c(C)c(C(=O)N(C)CCC3CCCCO3)oc2c1C (configuration not stated)	-1%	-8%	34%[57 µM]	-12%	20%	-3%	8%	?	15%
CCOc1ccccc1OCCC(=O)NNC(=O)Cn1nc(C)cc1C	1%	-23%	27%	-1%	2%	/	-1%	3%	8%
Cc1ccc(CNC(=O)CN2C(=O)NC(C)(c3ccccc3Cl)C2=O)cc1 (configuration not stated)	-5%	-13%	-15%	-8%	-4%	-1%	9%	-3%	50%[activator]
CCc1nccn1Cc1cc(C=O)ccc1OC	-1%	-31%	23%	5%	-3%	-7%	7%	-2%	107%[activator]
COc1cc(OC)c(C(=O)Nc2ccc(S(=O)(=O)Nc3ncccn3)cc2)cc1OC	9%	12%[59 µM]	5%	-3%	-9%	-1%	3%	0%	0%[58.9 µM]
CCC(C)NC(=O)CCC(=O)Nc1ccc2nc(N3CCOCC3)cc(C)c2c1 (configuration not stated)	-3%	-3%	40%	-7%	15%	-4%	-3%[57.1 µM]	2%	32%
CCC1CCCCN1C(=O)CSc1nnc(-c2cccc(Cl)c2)o1 (configuration not stated)	-3%	?	16%	-13%	11%	2%	-2%	-4%	?
Cc1cc(C)cc(OCCn2nnc3ccccc32)c1	-10%	/	58%[activator]	-5%	29%	-2%	3%	-1%	-11%
O=C(COc1ccccc1)N(Cc1ccco1)c1ccc(O)cc1	13%	-2%[59 µM]	-3%	i	-25%	3%	-9%	-9%	11%
Cc1cc(NC(=O)c2ccc([N+](=O)[O-])o2)ccc1NC(=O)c1ccco1	2%	79µM*	17%	-9%	-23%	4%	?	3%	?
O=C(NCCCN1CCOCC1)c1cc(-c2ccc(F)cc2)on1	5%	-25%	2%	-2%	-20%	3%	2%	6%	19%
CCOC(=O)c1ccc(NC(=O)Cc2coc3cc4c(cc23)CCC4)cc1	2%	?	-6%	5%	-21%	-13%	-36%	10%	-6%
CCOC(=O)C1(S(=O)(=O)c2ccc(Cl)cc2)CCN(Cc2ccc(C)cc2)CC1	1%	10%	38%	i	0%	-4%	9%	15%	?
COc1ccc(S(=O)(=O)N2CCC(C(=O)NCCc3ccc4c(c3)OCO4)CC2)cc1	-8%	-9%[59 µM]	10%	-2%	-12%	-4%	4%	-4%	?
CC1(C)Cc2ccccc2C(/C(=N\Nc2cccc(Cl)c2)C(N)=O)=N1	-15%	?	?	7%	35µM*	-15%	25µM*	0%	116%[activator]
Cc1ccc(S(=O)(=O)N[C@H](C(=O)OCC(=O)NC(=O)C2CCCCC2)C(C)C)cc1	-1%	/	42%[activator]	9%	-8%	/	/	5%	21%
COc1ccc(C2=NN(S(C)(=O)=O)C(c3cccs3)C2)cc1OC (configuration not stated)	7%	-6%	34%	-8%	-20%	1%	-18%	1%	52%[activator]
O=C(CSc1ccc2ccccc2n1)NCCCN1CCCC1=O	-6%	/	40%[activator]	8%	0%	/	/	1%	5%
O=C(Nc1cccc(Cl)c1)N1CCC(CN2CCOCC2)CC1	-13%	-20%[59 µM]	-15%	-1%	0%	5%	-1%	3%	-10%
Cn1cccc1CC(=O)N/N=C/c1ccc(Cl)cc1	1%	/	11%	i	-21%	-16%	?	-2%	50%[activator]
CCCCOCCCNC(=O)CN1C(=O)c2ccccc2C1=O	-2%	3%	32%	-10%	1%	-1%	?	-9%	16%
O=C(CSc1nnc(-c2ccccc2F)n1C1CC1)NCc1ccco1	0%	9%[12.7 µM]	15%	-6%	-21%	/	-1%	-8%	18%
Cc1ccc(-c2nc3ccccc3c(=O)n2N)cc1	5%	8%	37%	-6%	4%	-5%	-20%	0%	31%
SMILES	GLS inhibitor	G9a inh	HP1b binding inh	PGK inhibitor	JMJD2A Tudor	BLM helicase inh	BAZ2B inh	Pin1 inh	Pol iota inh
CC(C)(C)CN1C(N)=NC[C@@H]1Cc1ccc(O)cc1	20%	36%[59 µM]	2%	-4%	-18%	1%	2%	-8%	4%
COc1ccc(N2C(=NC(=O)C3CCCCC3)SC3CS(=O)(=O)CC32)cc1OC (configuration not stated)	23%	22%	46%[activator]	0%	-8%	-2%	-11%	-3%	?
O=C(NCc1cccnc1)c1cn(-c2ccccc2)nc1-c1ccccc1	6%	7%	12%	0%	-17%	-5%	-4%	0%	53%[activator]
Cc1ccc(S(=O)(=O)N(C)C)cc1NC(=O)COC(=O)Cc1ccsc1	-3%	-24%[59 µM]	37%	-2%	-4%	/	-4%	0%	27%
CC(C)N(CCO)C(=O)C(c1ccccc1)c1ccccc1	-5%	-12%	26%	3%	-4%	-3%	42%[activator]	4%	6%
CSc1nnc(-c2ccc(Cl)cc2Cl)o1	0%	63%[activator]	42%[activator]	-4%	24%	-1%	-3%	11%	-4%
CC1=Nc2ccccc2/C1=C\c1sc(Nc2ccc(C)cc2)nc1O	4%	7%[59 µM]	6%	-2%	-22%	-9%	?	42%[activator]	6%
COc1ccc(C(=O)Cn2c(NCCCO)nc3ccccc32)cc1OC	6%	10%[12.7 µM]	56%[activator]	-7%	-9%	-4%	-25%	-10%	?
Cc1ccccc1C(=O)NCCCNC(=O)c1cnccn1	19%	6%	4%	9%	-15%	-3%	-17%	-3%	30%[activator]
O=C(Nc1nnc(C2CCCC2)s1)C1CCC1	8%	8%	55%[activator]	-1%	-15%	-3%	29%	8%	6%
CC1CCCCC1NC(=O)CCn1ccc2cc(S(=O)(=O)N3CCCC3)ccc21 (configuration not stated)	5%	29%	36%	-6%	-14%	0%	-27%	-7%	29%
COc1ccc(C2/C(=C(/O)c3cnn(-c4ccccc4)c3C)C(=O)C(=O)N2CCN(C)C)cc1OC (configuration not stated)	10%	/	25%	-6%	18µM*	/	/	-7%	44%[activator]
O=C(O)CC(NC(=O)/C(=C/c1ccccc1)NC(=O)c1ccccc1)c1ccccc1 (configuration not stated)	12%	4%[0.0925 µM]	34%	-3%	3%	3%	-3%	3%	-30%
NC(=O)C1CCCN(C(=O)c2ccc(Cl)c(S(=O)(=O)N3CCc4ccccc43)c2)C1 (configuration not stated)	2%	-50%	1%	-7%	-25%	/	5%	0%	-29%
CC(NC(=O)CCC(=O)N1CCCCCC1)c1ccccc1 (configuration not stated)	-16%	4%	27%	-6%	3%	-1%	-16%	-1%	0%
CCCN(CCC)S(=O)(=O)c1ccc(C(=O)N2CCC(=O)c3ccccc32)cc1	7%	20%[59 µM]	15%	1%	-6%	-4%	/	-5%	4%
COc1ccc(NC(=O)Cn2c(=O)n(-c3ccc(CC(=O)NCc4ccco4)cc3)c(=O)c3ccccc32)cc1	-36%	-7%	67%[activator]	-1%	-10%	-3%	/	21%	-13%
CCCc1ccc(OC(=O)CSc2nnc(-c3cccs3)o2)cc1	-6%	?	38%	-6%	-11%	-1%	-16%	-7%	34%[activator]
CCOc1ccc(CCNC(=O)c2csc3c2CCCCC3)cc1	6%	-7%[59 µM]	28%	1%	-12%	-1%	3%	20%	-5%

Look-ups from the results shown:
Cc1ccccc1C(=O)NCCCNC(=O)c1cnccn1 in GLS inhibitor is entered as 19%
COc1ccc(N2C(=NC(=O)C3CCCCC3)SC3CS(=O)(=O)CC32)cc1OC (configuration not stated) in Pin1 inh is entered as -3%
CC(C)(C)CN1C(N)=NC[C@@H]1Cc1ccc(O)cc1 in G9a inh is entered as 36%[59 µM]
CC(NC(=O)CCC(=O)N1CCCCCC1)c1ccccc1 (configuration not stated) in Pin1 inh is entered as -1%
CCOc1ccccc1OCCC(=O)NNC(=O)Cn1nc(C)cc1C in Pin1 inh is entered as 3%
Cc1ccc2c(C)c(C(=O)N(C)CCC3CCCCO3)oc2c1C (configuration not stated) in BLM helicase inh is entered as -3%

Given field by field: four of the compounds above.
COc1ccc(C2/C(=C(/O)c3cnn(-c4ccccc4)c3C)C(=O)C(=O)N2CCN(C)C)cc1OC (configuration not stated)
  GLS inhibitor: 10%	G9a inh: /	HP1b binding inh: 25%	PGK inhibitor: -6%	JMJD2A Tudor: 18µM*	BLM helicase inh: /	BAZ2B inh: /	Pin1 inh: -7%	Pol iota inh: 44%[activator]

O=C(O)CC(NC(=O)/C(=C/c1ccccc1)NC(=O)c1ccccc1)c1ccccc1 (configuration not stated)
  GLS inhibitor: 12%	G9a inh: 4%[0.0925 µM]	HP1b binding inh: 34%	PGK inhibitor: -3%	JMJD2A Tudor: 3%	BLM helicase inh: 3%	BAZ2B inh: -3%	Pin1 inh: 3%	Pol iota inh: -30%

NC(=O)C1CCCN(C(=O)c2ccc(Cl)c(S(=O)(=O)N3CCc4ccccc43)c2)C1 (configuration not stated)
  GLS inhibitor: 2%	G9a inh: -50%	HP1b binding inh: 1%	PGK inhibitor: -7%	JMJD2A Tudor: -25%	BLM helicase inh: /	BAZ2B inh: 5%	Pin1 inh: 0%	Pol iota inh: -29%

CC(NC(=O)CCC(=O)N1CCCCCC1)c1ccccc1 (configuration not stated)
  GLS inhibitor: -16%	G9a inh: 4%	HP1b binding inh: 27%	PGK inhibitor: -6%	JMJD2A Tudor: 3%	BLM helicase inh: -1%	BAZ2B inh: -16%	Pin1 inh: -1%	Pol iota inh: 0%

Source: PubChem
